Screening data from PubChem BioAssay.
PGE2 EP2 inh: EP2 receptor (human) inhibition | C6 glioma cells expressing human EP2, cAMP TR-FRET; cells stimulated with saturating PGE2 | P43116 | inhibition, % at 25 µM | 0.52% of 260,000 active | AID 1422;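 active = percent inhibition above 40 after rounding to a whole number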;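 note: rat C6 glioma host cells with rolipram phosphodiesterase inhibitor present; the protocol text gives 20 µM as final concentration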
NPY-Y2 PAM-ag: potentiators or agonists of human neuropeptide Y receptor Y2; P49146; cells expressing NPY-Y2, potentiator/agonist read-out; activation, % at 3.6 µM; 0.45% of 220,000 active; in the data active = activation above about 27%;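 note: cells stimulated with NPY near EC25 plus isoproterenol at EC100; 0% = vehicle plus submaximal agonist and 100% = vehicle plus saturating agonist; some results beyond the cut were filed as inactive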
Target sequence (P49146 whole entry, looked up): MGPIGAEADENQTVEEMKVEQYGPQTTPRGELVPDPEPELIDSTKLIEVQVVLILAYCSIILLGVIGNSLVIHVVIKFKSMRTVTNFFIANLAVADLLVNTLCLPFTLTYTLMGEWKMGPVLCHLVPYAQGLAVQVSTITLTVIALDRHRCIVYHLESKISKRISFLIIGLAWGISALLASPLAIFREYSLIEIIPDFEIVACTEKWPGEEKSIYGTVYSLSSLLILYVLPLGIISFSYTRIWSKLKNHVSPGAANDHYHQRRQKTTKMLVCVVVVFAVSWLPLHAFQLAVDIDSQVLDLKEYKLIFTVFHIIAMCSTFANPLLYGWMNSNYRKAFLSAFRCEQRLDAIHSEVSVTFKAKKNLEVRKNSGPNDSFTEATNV
eIF4E 4G PPI: blocks eIF4E binding to eIF4G; P63073+Q04637; TR-FRET eIF4E-eIF4GI(517-606) binding, 2 h; inhibition, % at 21.7 µM; 0.37% of 220,000 active;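 active = inhibition above about 30%, limit read from the data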;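 note: 0% = full FRET control wells and 100% = background wells lacking eIF4GI fragment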
NPY-Y1 antag: NPY-Y1 (human) receptor antagonism. P25929. inhibition, % at 3.6 µM. HEK293-CNG Y1 cells, membrane potential fluorescence; NPY at EC95, then isoproterenol. 1% of 200,000 active;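 active = inhibition above the campaign mean inhibition of all tested compounds plus 3 SD, cut at about 20% in these data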;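 note: 0% = DMSO wells given NPY plus isoproterenol and 100% = isoproterenol alone without NPY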
Target sequence (P25929 whole entry, looked up): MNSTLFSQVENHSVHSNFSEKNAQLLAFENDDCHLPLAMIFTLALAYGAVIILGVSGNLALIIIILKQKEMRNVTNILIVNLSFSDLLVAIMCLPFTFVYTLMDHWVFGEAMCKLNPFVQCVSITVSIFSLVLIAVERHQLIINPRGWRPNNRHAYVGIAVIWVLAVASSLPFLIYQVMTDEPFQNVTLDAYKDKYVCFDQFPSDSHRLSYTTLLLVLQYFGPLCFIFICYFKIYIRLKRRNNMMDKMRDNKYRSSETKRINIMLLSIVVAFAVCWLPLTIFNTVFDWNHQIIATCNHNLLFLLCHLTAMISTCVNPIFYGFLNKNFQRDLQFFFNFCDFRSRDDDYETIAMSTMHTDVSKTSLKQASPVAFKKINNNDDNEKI
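Benchmarks – high control isoproterenol alone, low control NPY with isoproterenol · Material – HEK293 Y1/CNG channel cell line · Times – dye 3 h, compound 60 min room temperature, stimulation 45 min · Probe or stimulus – NPY (25 nM), isoproterenol (1 µM), Ro 20-1724 (25 µM) · Evaluation – % inhibition of NPY effect · Signal – fluorescence, membrane potential probe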
S1P4 ag: activates the human S1P4 receptor; O95977; S1P4-expressing cell line, agonist reporter assay; activation, % at 4.98 µM; 0.35% of 220,000 active; AID 1509; in the data active = activation above about 11%;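 note: 0% = DMSO vehicle and 100% = reference agonist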
EP2 mod: modulators of human EP2 prostaglandin E2 receptor; P43116; induction, % at 25 µM; EP2-expressing cells, cAMP HTRF FRET, PGE2 co-stimulation; 0.83% of 260,000 active;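 active = compounds whose cAMP rise, as percent of the full-agonist control response, exceeds 60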;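 note: rat C6 glioma line stably carrying human EP2 under a CMV promoter; the protocol text gives 20 µM as final concentration; 100% = response of wells given 1 µM PGE2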
S1P4 antag: human S1P4 receptor antagonism | O95977 | S1P4-expressing cells, antagonist mode, reporter read-out | inhibition, % at 4.98 µM | 0.26% of 220,000 active; in the data active = inhibition above about 29%;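 note: 0% = wells stimulated with agonist and 100% = vehicle wells without agonist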
NPY1 pot ag: potentiates or activates human NPY-Y1 receptor. NPY-Y1 expressing cells, potentiator/agonist activation. activation, % at 3.6 µM. 0.37% of 220,000 active. P25929; in the data active = activation above about 33%, passing the limit was not always enough;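 note: cells stimulated with NPY at EC10 then isoproterenol at EC100; 0% = low agonist plus stimulus and 100% = saturating agonist plus stimulus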
p97 ATPase inh: blocks human p97 ATPase activity; 0.42% of 220,000 active; recombinant p97 ATPase, Kinase-Glo ATP luminescence, 3 h; inhibition, % at 8 µM; in the data active = inhibition above about 15%;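 note: 0% = DMSO vehicle and 100% = wells lacking enzyme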
* hit, by the source's call; & = joins results of further samples; [ ] = another dose, or the depositor's remark. The list is partial; count on the stated rates, not on these rows.

How did Cc1ccc(NC(=O)COC(=O)CN2CSCC2=O)cc1C do in these assays?
PGE2 EP2 inh: 8.7; NPY-Y2 PAM-ag: 3.9; eIF4E 4G PPI: -3.8; NPY-Y1 antag: -3.5; S1P4 ag: -0.8; EP2 mod: 15.3; S1P4 antag: 10.8; NPY1 pot ag: 3.6; p97 ATPase inh: 7.0

Results for COc1ccc(Cl)cc1NC(=S)N1CCN(c2ncccn2)CC1 ?
PGE2 EP2 inh: 6.9; NPY-Y2 PAM-ag: -5.2; eIF4E 4G PPI: 11.5; NPY-Y1 antag: -0.1; S1P4 ag: -2.6; EP2 mod: -41.5; S1P4 antag: 10.2; NPY1 pot ag: -14.2; p97 ATPase inh: 5.3

What do the screens show for `CC(C)OCC(O)CN1CCN(CC(O)COc2ccc3c(c2)OCO3)CC1` (stereo not given)?
PGE2 EP2 inh: 3.3; NPY-Y2 PAM-ag: -1.5; eIF4E 4G PPI: -5.3; NPY-Y1 antag: -4.7; S1P4 ag: 0.8; EP2 mod: 6.4; S1P4 antag: 1.1; NPY1 pot ag: 32.6; p97 ATPase inh: 3.5

How did O=C(c1ccco1)N1CCN(c2nc(-c3ccc(F)cc3)cs2)CC1 do in these assays?
PGE2 EP2 inh: 8.2&12.1; NPY-Y2 PAM-ag: -2.8; eIF4E 4G PPI: 9.2; NPY-Y1 antag: 10.7; S1P4 ag: -0.2; EP2 mod: -41.6&25.2; S1P4 antag: -11.0; NPY1 pot ag: -11.9; p97 ATPase inh: -1.0

How did Cc1ccc(CCN2CC(C(=O)NCCN3CCCCCC3)CC2=O)cc1 (stereo not given) do in these assays?
PGE2 EP2 inh: 16.7; NPY-Y2 PAM-ag: -12.5; eIF4E 4G PPI: -0.5; NPY-Y1 antag: 7.9; S1P4 ag: -2.0; EP2 mod: 21.6; S1P4 antag: -10.4; NPY1 pot ag: -15.0; p97 ATPase inh: -6.8

What do the screens show for `COc1ccc(CCNC(=O)CN(c2ccccc2OC)S(C)(=O)=O)cc1`?
PGE2 EP2 inh: 5.4; NPY-Y2 PAM-ag: 7.6; eIF4E 4G PPI: -0.5; NPY-Y1 antag: 5.0; S1P4 ag: 0.5; EP2 mod: 3.6; S1P4 antag: 5.2; NPY1 pot ag: 4.3; p97 ATPase inh: 1.5

What do the screens show for `CCOC(=O)C1CCN(C(c2cccc(F)c2)c2sc3nc(C)nn3c2O)CC1` (stereo not given)?
PGE2 EP2 inh: 13.0; NPY-Y2 PAM-ag: 17.4; eIF4E 4G PPI: -1.0; NPY-Y1 antag: 1.1; S1P4 ag: 0.1; EP2 mod: 7.0; S1P4 antag: -14.5; NPY1 pot ag: 17.5; p97 ATPase inh: -1.1

Results for Cc1ccc(-c2nnn(CC(=O)N(c3cccc(O)c3)C(C(=O)NC(C)(C)C)c3cccs3)n2)o1 (stereo not given) ?
PGE2 EP2 inh: 12.5; NPY-Y2 PAM-ag: 7.2; eIF4E 4G PPI: -2.6[fluorescence artefact?]; NPY-Y1 antag: -3.6; S1P4 ag: -0.4; EP2 mod: 39.4; S1P4 antag: -6.3; NPY1 pot ag: -1.6; p97 ATPase inh: 1.4

How did Cc1ccc(-c2nc(C3CCN(S(C)(=O)=O)CC3)no2)cc1 do in these assays?
PGE2 EP2 inh: 1.4; NPY-Y2 PAM-ag: -1.8; eIF4E 4G PPI: -0.1; NPY-Y1 antag: -7.2; S1P4 ag: 0.9; EP2 mod: -5.3; S1P4 antag: 8.0; NPY1 pot ag: -4.0; p97 ATPase inh: -7.3

How did O=C(NCc1ccccc1)c1cc(-c2ccncc2)nc2ccc(S(=O)(=O)N3CCOCC3)cc12 do in these assays?
PGE2 EP2 inh: 6.6; NPY-Y2 PAM-ag: 3.7; eIF4E 4G PPI: 10.8; NPY-Y1 antag: -2.8; S1P4 ag: 2.9; EP2 mod: -23.9; S1P4 antag: -3.9; NPY1 pot ag: 3.1; p97 ATPase inh: 6.7

Results for Cc1onc(-c2c(F)cccc2Cl)c1C(=O)N1CCN(S(C)(=O)=O)CC1 ?
PGE2 EP2 inh: 5.6; NPY-Y2 PAM-ag: 4.8; eIF4E 4G PPI: 2.5; NPY-Y1 antag: -3.7; S1P4 ag: 0.2; EP2 mod: 4.7; S1P4 antag: -10.8; NPY1 pot ag: 26.2; p97 ATPase inh: 1.9

What do the screens show for `CSc1ccccc1NC(=O)COC(=O)c1ccc(O)cc1`?
PGE2 EP2 inh: 5.4; NPY-Y2 PAM-ag: 3.0; eIF4E 4G PPI: -4.8; NPY-Y1 antag: 5.5; S1P4 ag: -2.5; EP2 mod: -8.7; S1P4 antag: 0.6; NPY1 pot ag: -15.0; p97 ATPase inh: 1.5

What do the screens show for `CCOc1ccccc1C(=O)NCC(=O)OCC(=O)c1ccc2c(c1)OCCO2`?
PGE2 EP2 inh: 10.9; NPY-Y2 PAM-ag: 0.2; eIF4E 4G PPI: -0.6[fluorescence artefact?]; NPY-Y1 antag: 11.1; S1P4 ag: 0.8; EP2 mod: -51.9; S1P4 antag: 0.9; NPY1 pot ag: 8.2; p97 ATPase inh: 4.9

How did CCS(=O)(=O)Nc1ccc(C(=O)CC2(O)C(=O)Nc3ccccc32)cc1 (stereo not given) do in these assays?
PGE2 EP2 inh: 10.7; NPY-Y2 PAM-ag: -14.2; eIF4E 4G PPI: 0.0[fluorescence artefact?]; NPY-Y1 antag: -8.4; S1P4 ag: 0.1; EP2 mod: 28.6; S1P4 antag: -26.0; NPY1 pot ag: -18.3; p97 ATPase inh: -0.5

Results for O=C(NC1CCN(S(=O)(=O)c2ccccc2)CC1)C1CCCCC1 ?
PGE2 EP2 inh: 6.6&10.5; NPY-Y2 PAM-ag: -5.0; eIF4E 4G PPI: 1.4; NPY-Y1 antag: 6.3; S1P4 ag: 2.5; EP2 mod: -11.4&-13.8; S1P4 antag: 0.3; NPY1 pot ag: 1.1; p97 ATPase inh: -3.4

How did COc1ccc(-c2cc(=O)c3ccccc3n2C)cc1 do in these assays?
PGE2 EP2 inh: 10.2; NPY-Y2 PAM-ag: 8.9; eIF4E 4G PPI: -2.0; NPY-Y1 antag: 3.1; S1P4 ag: -0.4; EP2 mod: -6.6; S1P4 antag: 9.9; NPY1 pot ag: -11.2; p97 ATPase inh: 5.2

What do the screens show for `CCCCC(=O)Nc1c(C)cc(C)cc1Cl`?
PGE2 EP2 inh: 13.7; NPY-Y2 PAM-ag: -6.8; eIF4E 4G PPI: -4.9; NPY-Y1 antag: -5.2; S1P4 ag: 2.8; EP2 mod: -12.8; S1P4 antag: -12.9; NPY1 pot ag: 3.6; p97 ATPase inh: -7.2

Results for CCC(c1nnnn1Cc1cccs1)N1CCN(C2CCCC2)CC1 (stereo not given) ?
PGE2 EP2 inh: 11.2; NPY-Y2 PAM-ag: -10.4; eIF4E 4G PPI: 1.6; NPY-Y1 antag: 5.2; S1P4 ag: -1.2; EP2 mod: 20.7; S1P4 antag: 9.1; NPY1 pot ag: -20.8; p97 ATPase inh: 4.4

How did CC(C)NC(=O)NC(=O)COC(=O)c1ncc(Cl)c(Cl)c1Cl do in these assays?
PGE2 EP2 inh: 6.9; NPY-Y2 PAM-ag: -7.6; eIF4E 4G PPI: 5.0; NPY-Y1 antag: 3.5; S1P4 ag: -1.0; EP2 mod: 3.9; S1P4 antag: 4.7; NPY1 pot ag: 0.8; p97 ATPase inh: 2.6

What do the screens show for `COc1ccccc1OCCC(=O)OCC(=O)Nc1ncc(Cl)cc1Cl`?
PGE2 EP2 inh: 15.1; NPY-Y2 PAM-ag: 5.7; eIF4E 4G PPI: 4.3; NPY-Y1 antag: 3.5; S1P4 ag: -0.3; EP2 mod: -3.5; S1P4 antag: -4.4; NPY1 pot ag: -3.9; p97 ATPase inh: 7.1

How did O=c1[nH][nH]c(=O)c2c(NS(=O)(=O)c3ccccc3)cccc12 do in these assays?
PGE2 EP2 inh: 8.1; NPY-Y2 PAM-ag: 4.7; eIF4E 4G PPI: 0.8; NPY-Y1 antag: -2.4; S1P4 ag: -0.9; EP2 mod: -34.1; S1P4 antag: 14.8; NPY1 pot ag: 4.8; p97 ATPase inh: 0.4

How did CN1CCN(C(=S)Nc2cc([N+](=O)[O-])ccc2Cl)CC1 do in these assays?
PGE2 EP2 inh: 6.0; NPY-Y2 PAM-ag: 4.7; eIF4E 4G PPI: -1.2; NPY-Y1 antag: 8.8; S1P4 ag: -0.3; EP2 mod: -5.1; S1P4 antag: -2.4; NPY1 pot ag: -2.6; p97 ATPase inh: 0.6

Results for O=C(Cn1cc(C(=O)c2ccco2)c2ccccc21)NC1CC1 ?
PGE2 EP2 inh: 8.2; NPY-Y2 PAM-ag: 10.8; eIF4E 4G PPI: 1.4; NPY-Y1 antag: 0.0; S1P4 ag: 0.0; EP2 mod: -11.0; S1P4 antag: -2.6; NPY1 pot ag: 6.3; p97 ATPase inh: -1.7

Results for CCOC(=O)C(=O)Nc1ccccc1C(=O)NC(C)C ?
PGE2 EP2 inh: 6.1; NPY-Y2 PAM-ag: 0.9; eIF4E 4G PPI: 0.5; NPY-Y1 antag: -3.2; S1P4 ag: 2.0; EP2 mod: 34.6; S1P4 antag: -8.4; NPY1 pot ag: 3.2; p97 ATPase inh: -4.5

How did COC(=O)C(NNc1ccccc1)(NC(=O)c1ccccc1F)C(F)(F)F (stereo not given) do in these assays?
PGE2 EP2 inh: 2.7; NPY-Y2 PAM-ag: -18.3; eIF4E 4G PPI: 3.8; NPY-Y1 antag: 2.6; S1P4 ag: 0.7; EP2 mod: -8.8; S1P4 antag: 21.2; NPY1 pot ag: -14.5; p97 ATPase inh: -0.2

What do the screens show for `COc1ccc(N(CC(=O)Nc2ccc3c(c2)OCO3)S(=O)(=O)c2ccccc2)c(OC)c1`?
PGE2 EP2 inh: 4.7; NPY-Y2 PAM-ag: -19.9; eIF4E 4G PPI: 2.2; NPY-Y1 antag: 6.5; S1P4 ag: 0.3; EP2 mod: 18.1; S1P4 antag: 14.8; NPY1 pot ag: -14.1; p97 ATPase inh: -0.9

What do the screens show for `CCOC(=O)Cn1c(S(=O)(=O)Cc2ccccc2Cl)nc(-c2ccccc2)c1-c1ccccc1`?
PGE2 EP2 inh: 7.3; NPY-Y2 PAM-ag: -21.5; NPY-Y1 antag: 12.4; S1P4 ag: -2.3; EP2 mod: 50.7; S1P4 antag: -9.3; NPY1 pot ag: -21.2; p97 ATPase inh: -3.2

What do the screens show for `Cc1nc2c(-c3ccccc3)c(C)nn2c(C)c1CCC(=O)N1CCOCC1`?
PGE2 EP2 inh: 14.6; NPY-Y2 PAM-ag: 5.4; eIF4E 4G PPI: -15.9; NPY-Y1 antag: -0.5; S1P4 ag: 0.0; EP2 mod: 78.3*; S1P4 antag: 1.6; NPY1 pot ag: -20.5; p97 ATPase inh: -5.3

How did COc1ccc(S(=O)(=O)N(c2onc(C)c2Cl)S(=O)(=O)c2ccc(OC)c(OC)c2)cc1OC do in these assays?
PGE2 EP2 inh: 10.5; NPY-Y2 PAM-ag: -5.7; eIF4E 4G PPI: -2.1; NPY-Y1 antag: 1.6; S1P4 ag: -2.3; EP2 mod: 13.1; S1P4 antag: -3.0; NPY1 pot ag: -27.6; p97 ATPase inh: 1.2

Results for Cc1c(C(=O)OCC[N+]2(C)CCCCC2)oc2ccccc12 ?
PGE2 EP2 inh: 20.0&5.1; NPY-Y2 PAM-ag: 10.3; eIF4E 4G PPI: 5.5; NPY-Y1 antag: 0.1; S1P4 ag: 0.4; EP2 mod: 1.2&3.4; S1P4 antag: -5.5; NPY1 pot ag: -1.3; p97 ATPase inh: 8.0
